# PostGolgi yeast: growth inhibition of a yeast mutant, post-Golgi transport screen | inhibition, % at 10 µM | post-Golgi transport phenotypic cell assay | hit rate 0.9% among 98,000;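 further: yeast cells grown in 1536-well plates; yeast grown about 18 h at 30C before absorbance read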
# FAK inh: blocks human focal adhesion kinase activity; Q05397; biochemical FAK kinase activity assay; inhibition, %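 (tested at 7 µM)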; hit rate 0.84% among 97,000; AID 727; in the data active means inhibition above about 19%;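 further: 0% = DMSO and 100% = reference compound high control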
# Rev-RRE block: inhibitors of HIV-1 Rev-RRE RNA interaction. inhibition, % at 8 µM. hit rate 0.79% among 97,000. Rev peptide-RRE RNA binding, FRET. P05866;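 active means inhibition above the screen-wide mean plus 3 SD, cut at about 35% in these data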;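 further: 0% = median DMSO wells and 100% = median Neomycin B control wells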
# Target sequence (P05866 whole entry, looked up): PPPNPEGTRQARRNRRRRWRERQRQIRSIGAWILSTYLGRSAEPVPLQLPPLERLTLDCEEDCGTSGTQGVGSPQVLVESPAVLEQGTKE
#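 Test system: Cy5-tagged RRE RNA duplex with fluorescein-tagged Rev peptide | Read-out: % inhibition of FRET ratio versus controls | Probe or stimulus: Labelled Rev peptide | Incubation: 5 min RNA-compound premix plus 15 min binding step, 25 °C | Technique: FRET fluorescence readout | Benchmarks: DMSO low control, neomycin B high control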
# PTPN22 inh 2: blocks human PTPN22 phosphatase activity; Q9Y2R2; recombinant LYP catalytic domain, DiFMUP fluorescence; inhibition, % at 2 µM; hit rate 0.21% among 96,000;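 active means inhibition at 2 µM at or above a set limit, the screen mean plus 3 SD, cut at about 24% in these data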;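 further: 0% = DMSO with enzyme and 100% = enzyme fully blocked by orthovanadate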
# Target sequence (Q9Y2R2 whole entry, looked up, the tested form may be a part): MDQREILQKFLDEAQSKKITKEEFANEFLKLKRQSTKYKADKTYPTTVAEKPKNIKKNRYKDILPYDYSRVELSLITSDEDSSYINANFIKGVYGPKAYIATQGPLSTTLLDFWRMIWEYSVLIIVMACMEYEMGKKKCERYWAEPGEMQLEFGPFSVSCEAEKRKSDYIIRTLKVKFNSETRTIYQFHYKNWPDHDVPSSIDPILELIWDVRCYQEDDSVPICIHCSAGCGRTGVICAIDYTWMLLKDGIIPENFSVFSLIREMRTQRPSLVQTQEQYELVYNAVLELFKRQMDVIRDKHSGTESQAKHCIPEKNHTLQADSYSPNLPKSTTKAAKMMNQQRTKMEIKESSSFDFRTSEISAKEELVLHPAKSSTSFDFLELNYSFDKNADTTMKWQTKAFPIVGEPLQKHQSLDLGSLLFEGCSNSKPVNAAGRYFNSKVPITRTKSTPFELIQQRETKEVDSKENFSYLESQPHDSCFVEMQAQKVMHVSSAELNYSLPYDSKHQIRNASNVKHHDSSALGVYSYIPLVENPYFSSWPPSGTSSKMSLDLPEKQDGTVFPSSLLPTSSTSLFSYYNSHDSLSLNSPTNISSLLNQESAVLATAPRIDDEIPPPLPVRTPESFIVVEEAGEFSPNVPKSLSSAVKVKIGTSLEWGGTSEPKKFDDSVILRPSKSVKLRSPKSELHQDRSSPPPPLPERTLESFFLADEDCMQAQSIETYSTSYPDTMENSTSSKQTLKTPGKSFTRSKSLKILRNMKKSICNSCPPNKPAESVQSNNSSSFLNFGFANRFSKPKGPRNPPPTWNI
# S1P2 ag: activates the human S1P2 receptor; O95136; S1P2-expressing cell line, agonist reporter read-out; activation, % at 4.5 µM; hit rate 0.46% among 97,000; in the data active means activation above about 16%;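 further: 0% = vehicle low control and 100% = maximal reference agonist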
# S1P2 blocker: blocks the human S1P2 receptor | hit rate 0.21% among 97,000 | inhibition, % at 5 µM | AID 736 | cell-based S1P2 antagonist assay, inhibition at 5 uM; in the data active means inhibition above about 45%;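 further: CRE beta-lactamase reporter cells expressing human S1P2 stimulated with S1P; 0% = agonist at EC80 alone and 100% = agonist plus reference antagonist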
# EphB4 ephrin blk: antagonists of human EphB4-ephrin-B2 interaction; inhibition, % at 7 µM; hit rate 0.15% among 97,000; P54760; EphB4 LBD / TNYL-RAW-Alexa532 peptide, fluorescence polarization;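 active means inhibition above the screen-wide mean inhibition plus 3 SD, cut at about 15% in these data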;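 further: 0% = DMSO wells and 100% = excess unlabeled TNYL-RAW peptide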
# PostGolgi ctrl: inhibits growth of the yeast control strain | hit rate 5% among 98,000 | efflux-deficient yeast background strain, growth absorbance A615, 16 h | AID 738 | inhibition, % at 10 µM
# LYP act: increases human PTPN22 phosphatase activity; activation, % at 2 µM; Q9Y2R2; hit rate 0.11% among 96,000; recombinant LYP, DiFMUP fluorescence; 0 = plate median, 100 = signal doubled;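 active means activation at 2 µM above a set limit, the mean plus 5 SD, cut at about 37% in these data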
# Active calls of the source: *; / = no result given. Unless noted, no stated cut-off is given here; in the data, active means inhibition above about 30%; inactive means the rest.
SMILES,PostGolgi yeast,FAK inh,Rev-RRE block,PTPN22 inh 2,S1P2 ag,S1P2 blocker,EphB4 ephrin blk,PostGolgi ctrl,LYP act
CCCc1cc(=O)n2[nH]c(-c3ccc(Br)cc3)cc2n1,3,4,6,-4,-10,5,0,5,8
Cc1cc(C(=O)CN2C(=O)NC3(CCCCC3)C2=O)c(C)n1Cc1ccc2c(c1)OCO2,-5,2,6,6,-9,15,0,-1,-8
CS(=O)(=O)N(CC(=O)N1CCc2ccccc2C1)Cc1ccccc1,-3,1,0,1,-5,7,1,12,-2
CCOC(=O)N1CCN(C(=O)N2CCOCC2)CC1,5,-3,9,0,-3,9,6,3,-1
CCOC(=O)c1c(NC(=O)COC(=O)Cn2c(C(F)(F)F)nc3ccccc32)sc(C)c1C,-1,-4,10,9,-3,-17,3,7,-11
O=C(NCc1cccc(Cl)c1)c1cccnc1,10,-1,-1,1,-3,8,2,8,-6
O=C(CN1CCc2ccccc2C1)N1CCN(S(=O)(=O)c2ccccc2)CC1,-6,-2,2,1,-5,2,-7,9,-3
CC1=CC=CN2CC(O)CN=C12 (stereo not drawn),17,-8,4,3,0,5,2,-2,-5
COc1nc(Oc2ccc(/C=N/O)cc2)nc(N(C)C)n1,-10,-6,-8,-13,-3,-24,-6,-2,15
CCOc1ccc(NC(=O)CS(=O)CC(=O)NC2CCCc3ccccc32)cc1 (stereo not drawn),-3,-2,5,0,-8,0,-4,0,-2
CCC(=O)N1CCN=C1SCc1ccc(Cl)cc1,-5,-3,5,2,-8,-8,5,23,-5
CCn1c(Cc2ccccc2)nnc1SCC(=O)Nc1ccc(N2CCOCC2)c(Cl)c1,7,-1,15,2,-5,3,6,15,-2
CCCOc1ccc(C2C(C(=O)c3ccc(C)o3)=C(O)C(=O)N2CCN2CCOCC2)cc1OC (stereo not drawn),-2,2,11,-3,-3,22,11,24,1
CCn1ncc(CNC(=O)CCCSc2nc(-c3ccco3)cc(C(F)(F)F)n2)c1C,/,-1,1,2,-3,-19,-4,/,-2
COC(=O)c1cc(OC)c(OC)cc1NC(=O)Nc1ccc(OC)cc1OC,-1,0,6,-1,-4,-15,-9,5,-2
CC(=O)c1cccc(NC(=O)N2CCCC2C(=O)Nc2cccc(C)c2C)c1 (stereo not drawn),17,4,-1,6,-4,13,0,10,-9
CSc1nc2nc(C)cc(-c3ccccc3)n2n1,-6,3,2,4,0,-13,6,8,-5
O=C1CCC([N+](=O)[O-])C(c2ccc(Cl)cc2)N1 (stereo not drawn),-4,-1,9,3,-5,14,4,-5,1
CCN(c1cccc(C)c1)S(=O)(=O)c1c(C)[nH]c(=O)[nH]c1=O,-9,0,5,1,-3,0,3,11,-3
Cc1cccn2c(=O)c(C=NCc3ccco3)c(Nc3ccc(SC(F)F)cc3)nc12,9,1,8,6,-3,-4,3,11,-2
CCOc1ccc(C(=O)CN2CCN(S(=O)(=O)c3ccc(Br)cc3)CC2)cc1,3,-8,15,7,-2,9,3,-2,-8
Cc1ccn2cc(CNC(=O)c3ccc(Br)o3)nc2c1,1,-4,9,10,-2,-4,1,1,-10
Cc1cnc(C(=O)Nc2ccc(F)c(F)c2)cn1,4,-4,15,-5,-5,20,4,1,2
CC(C)(C)c1ccc(C(=O)N/N=C/c2cccc(Cl)c2)cc1,0,0,6,18,-3,-26,-3,25,-20
CCCNC(=O)C1CC(=O)N(c2ccc(OCC(=O)Nc3cccc(C)c3C)cc2)C1 (stereo not drawn),-4,3,9,-8,-4,13,-2,-3,5
Cc1sc2nc(CN(Cc3cccs3)C(=O)C3CC3)[nH]c(=O)c2c1C,-3,0,-1,-7,1,-29,1,2,3
Cn1c(CSc2nc3ccccc3s2)nc2ccccc21,-3,1,13,2,-1,-29,0,16,-4
COc1cc(S(=O)(=O)N2CCCCC2)ccc1NC(=O)/C=C/c1ccccc1,3,1,8,6,-2,-20,-1,15,-4
O=C(/C=C/c1ccccc1)NNC(=O)c1cccc(Cl)c1,2,-11,-1,-1,-1,-13,-8,8,5
COc1ccc(OCc2nnc(SCC(=O)NCc3ccco3)o2)cc1,-4,1,2,3,-3,0,-4,4,-1

# Next part; the last three above are carried over.
SMILES,PostGolgi yeast,FAK inh,Rev-RRE block,PTPN22 inh 2,S1P2 ag,S1P2 blocker,EphB4 ephrin blk,PostGolgi ctrl,LYP act
COc1cc(S(=O)(=O)N2CCCCC2)ccc1NC(=O)/C=C/c1ccccc1,3,1,8,6,-2,-20,-1,15,-4
O=C(/C=C/c1ccccc1)NNC(=O)c1cccc(Cl)c1,2,-11,-1,-1,-1,-13,-8,8,5
COc1ccc(OCc2nnc(SCC(=O)NCc3ccco3)o2)cc1,-4,1,2,3,-3,0,-4,4,-1
O=C1C2C3C=CC(CO)(O3)C2C(=O)N1c1ccc(-c2ccccc2)cc1 (stereo not drawn),/,2,3,2,-4,32,-1,/,-4
CC(C)CCNC(=O)CN(CCCN1CCOCC1)C(=O)Cn1nnc(-c2ccc(F)cc2)n1,-20,1,10,-4,1,12,1,14,1
CCc1noc(C)c1C(=O)Nc1nc(-c2ccc(Cl)cc2Cl)c(C)s1,-9,3,3,-22,1,-17,-4,-4,22
O=c1c2ccccc2oc2ncccc12,-6,4,12,4,-6,11,4,-5,-5
N#Cc1c(NC(=O)Cn2c(=O)oc3ccccc32)oc(-c2ccccc2)c1-c1ccccc1,-2,2,0,1,-2,0,9,3,-6
Cc1nnsc1C(=O)NC(C)C12CC3CC(CC(C3)C1)C2 (stereo not drawn),0,-1,6,-2,-8,6,2,6,5
CC1=CC2(O)OCCN(CCO)C2=CC1=O (stereo not drawn),/,5,2,0,-2,19,12,/,-5
COc1cccc(Nc2nc3ccccc3n3nnnc23)c1,0,-2,12,6,4,-23,2,30,-5
COc1ccc(NC(=O)c2ccc(N(C)S(C)(=O)=O)cc2)cc1OC,-6,-2,-1,-2,-5,5,-2,0,-2
COc1cccc(S(=O)(=O)Nc2cccnc2)c1,-3,-4,4,-6,-8,-15,-1,20,6
FC(F)(F)c1cccc(Sc2cc(C(F)(F)F)nc(-c3ccccn3)n2)c1,-10,9,12,12,-3,0,5,42*,-9
Cn1cnnc1SCC(=O)NCc1cccc(C(F)(F)F)c1,-1,-2,9,-3,-6,-6,4,1,4
O=C1CCCCCN1C(=O)c1ccc(C(=O)N2CCCCCC2=O)cc1,2,1,5,-8,-3,8,10,5,8
CCOC(=O)C1CCN(Cc2coc3ccc(Cl)cc3c2=O)CC1,-2,0,11,4,-3,12,2,-1,-2
CN(C)CCSc1nc(-c2ccccc2)nc2c1COC(C)(C)C2,-7,-3,-2,7,-6,-8,-9,4,-4
COc1ccc2cnn(Cc3ccccc3)c(=O)c2c1OC,15,3,-2,1,0,11,-15,14,-4
CC(C)NC(=O)C(=O)NCCN1CCN(S(=O)(=O)c2ccc(Cl)cc2)CC1,1,0,-7,-2,-3,2,1,13,4
Nc1nc(N2CCOCC2)nc2ccccc12,3,-4,3,4,-8,7,0,-4,-4
CCOc1ccc(C(=O)Nc2c3c(nn2-c2ccc(F)cc2)CS(=O)C3)cc1 (stereo not drawn),-23,7,9,1,-6,6,6,10,-1
COc1ccc(NC(NC(=O)c2ccc(OC)cc2)C(Cl)(Cl)Cl)cc1 (stereo not drawn),-2,-4,-3,-4,-6,12,-5,13,8
CCc1nnc(NC(=O)CSc2nc3ccccc3c(=O)n2CCCOC)s1,/,-2,2,-14,-4,3,-2,/,12
COc1ccc(NC(=O)COC(=O)C23CCC(=O)N2c2ccccc2S3)cc1 (stereo not drawn),-1,1,-2,7,-2,4,-2,-1,-8
Cc1ccc(S(=O)(=O)CC2CSc3nnc(C)c(=O)n32)cc1 (stereo not drawn),-7,-3,8,-9,-2,15,1,16,7
Cc1ccc(C(C)n2cc(C(=O)NCCN3CCN(C)CC3)nn2)cc1 (stereo not drawn),-1,3,8,0,-6,4,2,3,-2
O=C(NCc1ccc2c(c1)OCO2)C1CCC(CNS(=O)(=O)c2ccccc2)CC1 (stereo not drawn),9,-2,2,-2,-3,2,-1,1,1
CCOC(=O)c1c(NC(=O)c2cccs2)sc(C)c1C,3,-3,4,-8,-2,-13,0,-2,3
O=C(NC(=S)Nc1ccccc1Cl)c1csnn1,8,0,7,1,-5,16,1,9,2
Cn1c(Cc2csc(N)n2)nnc1SCC(=O)NC1CCCCC1,5,1,8,3,3,2,2,6,-6
CC(C)CNC(=S)NNC(=O)c1ccccc1OC(F)F,0,-1,8,4,-5,5,6,9,-8
CC(C)COc1ccc(/C(O)=C2/C(=O)C(=O)N(CCN(C)C)C2c2ccncc2)cc1 (stereo not drawn),0,-3,8,-4,-1,10,2,3,3

# The list goes on, starting with the last 5 of the part before.
SMILES,PostGolgi yeast,FAK inh,Rev-RRE block,PTPN22 inh 2,S1P2 ag,S1P2 blocker,EphB4 ephrin blk,PostGolgi ctrl,LYP act
CCOC(=O)c1c(NC(=O)c2cccs2)sc(C)c1C,3,-3,4,-8,-2,-13,0,-2,3
O=C(NC(=S)Nc1ccccc1Cl)c1csnn1,8,0,7,1,-5,16,1,9,2
Cn1c(Cc2csc(N)n2)nnc1SCC(=O)NC1CCCCC1,5,1,8,3,3,2,2,6,-6
CC(C)CNC(=S)NNC(=O)c1ccccc1OC(F)F,0,-1,8,4,-5,5,6,9,-8
CC(C)COc1ccc(/C(O)=C2/C(=O)C(=O)N(CCN(C)C)C2c2ccncc2)cc1 (stereo not drawn),0,-3,8,-4,-1,10,2,3,3
C(=N\Nc1nc(N2CCOCC2)nc(N2CCOCC2)n1)/c1cccnc1,-8,-5,-1,5,-6,-3,-2,14,-7
O=C1CC(Cc2ccccc2)C(=O)N1Cc1ccco1 (stereo not drawn),-6,2,9,6,-8,4,-1,-1,-7
CCOc1ccccc1C(=O)OCC(=O)Nc1ncc(C(F)(F)F)cc1Cl,-1,0,7,6,-1,4,8,11,-5
COc1ccc(OC)c(NC(=O)C2C3C=CC(C3)C2C(=O)NCc2ccccn2)c1 (stereo not drawn),1,-1,-2,-11,-7,9,-3,6,9
C=CCSc1nnc2c(n1)OC(c1ccccn1)N(C(C)=O)c1ccccc1-2 (stereo not drawn),15,2,-1,-4,-6,3,-2,6,3
Cc1cc(C)n(C(=O)COc2ccc(Cl)cc2Cl)n1,/,0,0,-3,-4,-9,0,/,2
Cc1ccc(C)c(C(=O)Nc2c(C(N)=O)oc3ccccc23)c1,1,-4,6,/,-1,-17,-5,6,/
COC(=O)c1nnn(-c2nonc2N)c1CSc1ccc(Cl)cc1,3,0,13,-5,-3,17,1,-4,2
COc1cc(NC(=O)NC(C)(C(F)(F)F)C(F)(F)F)cc(OC)c1OC,26,-1,6,-6,-7,-6,1,11,2
O=C(Nc1nnc(Cc2ccccc2)s1)c1ccco1,-2,-2,1,-4,-3,-20,-10,19,0
CCCCn1nc2cc(C(=O)NCc3ccco3)ccc2c1OCC,-7,0,-3,10,-6,-2,-2,0,-7
c1coc(Cn2nnnc2CN2CCN(C3CCCC3)CC2)c1,-4,-2,5,2,-5,3,3,10,-3
CCc1ccc(S(=O)(=O)NCc2cn3ccccc3n2)s1,8,0,1,3,-2,-9,-1,0,-2
CC1(O)C(=O)c2ccccc2N(c2ccccc2)C1=O (stereo not drawn),/,2,3,-23,-3,-1,-1,/,24
c1ccc(C2=Nn3c(nnc3-c3ccccn3)SC2)cc1,5,-4,2,-3,-9,-2,-6,-3,2
O=C(Nc1cc(=O)c2ccccc2o1)N1CCOCC1,0,-2,11,0,-4,41,3,9,-2
CCOc1cc(S(=O)(=O)Nc2ccc(CC)cc2)ccc1Cl,-8,7,21,-9,0,-30,-9,41*,8
COc1ccc(C2OCC3(CO2)SC(N)=NC3=O)cc1 (stereo not drawn),3,0,10,7,-8,13,1,8,-5
O=C(CN1CCOCC1)Nc1ccc(C2CCCCC2)cc1,-17,1,3,-7,-1,-16,-8,10,5
COc1cc(/C=C2/C(=N)N3C=CSC3=NC2=O)ccc1OCCCOc1cc(C)ccc1C,19,4,11,12,-4,-8,4,-6,-14
